IL-2 act = activates IL-2 in a cell-based reporter assay. IL-2 activation reporter assay, cell-based qHTS; stimulated with anti-CD3/CD4/CD28 beads; in transgenic mouse T cells. activation, % (series mostly up to about 46 µM). hit rate 0.065% among 360,000; in the data active = activation above about 50%; inconclusive = mostly about 30% to 49%; note: 0% is about no effect
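Unstimulated transgenic mouse T cells; 60-min compound exposure; bead-based TCR/CD4/CD28 stimulation; 18 h culture, 37 degrees C; dual fluorescence (EGFP, DsRed) plate cytometry.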
GLP-1R agonist = GLP-1 receptor (human) agonism. P43220. HEK293 GLP-1R CRE-luciferase, luminescence, 4-6 h; cells express a hypersensitive GLP-1R form. Potency, µM (doses to about 45.6 µM), for the others: top-dose activation, usual class: activators. hit rate 0.007% among 380,000. AID 624172; note: potency is the fitted concentration of half-maximal effect; % of control where 0% means no effect
Target sequence (P43220 whole entry, looked up): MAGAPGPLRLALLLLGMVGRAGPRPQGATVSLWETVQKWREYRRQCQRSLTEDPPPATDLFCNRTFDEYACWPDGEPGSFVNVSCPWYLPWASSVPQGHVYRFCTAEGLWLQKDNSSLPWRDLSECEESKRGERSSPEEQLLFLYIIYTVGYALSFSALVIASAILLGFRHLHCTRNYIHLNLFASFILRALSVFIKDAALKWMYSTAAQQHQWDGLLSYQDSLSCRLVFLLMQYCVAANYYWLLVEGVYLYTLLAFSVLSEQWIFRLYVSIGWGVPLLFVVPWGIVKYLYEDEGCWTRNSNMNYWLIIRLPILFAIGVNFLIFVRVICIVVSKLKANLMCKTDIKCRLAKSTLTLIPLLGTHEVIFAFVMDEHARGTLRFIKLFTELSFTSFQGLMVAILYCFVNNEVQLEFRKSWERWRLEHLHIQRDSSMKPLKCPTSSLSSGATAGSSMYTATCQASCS
GLP1R inv ag = inverse agonists of human GLP-1 receptor; Potency, µM (top dose mostly 38.3 µM), for inactives: at the highest dose activity change, negative = inhibition, actives largely listed as inhibitors; HEK293 GLP-1R CRE-luciferase, luminescence, 24 h; GLP-1R form is constitutively active; hit rate 1.6% among 410,000; AID 624417; P43220; note: potency is the fitted concentration of half-maximal effect; % is set by controls: 0 for no effect and ±100 for the full control effect; nearly all actives have a fitted effect of over 55% in size
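HEK293 cells stably co-expressing constitutively active GLP-1R and a cAMP-responsive luciferase reporter were seeded in DMEM with 10% Nu serum, given compounds after 12 h, and incubated 24 h at 37 deg C. Luminescence was then read.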
PTHR1 ag = agonists of human PTHR1 parathyroid hormone receptor | Potency, µM (doses to about 115 µM), without a hit: at the top dose activation, actives largely listed as activators | HEK293 GP2 PTHR1 cells, GloSensor cAMP luminescence, 1 h | hit rate 0.075% among 410,000 | AID 743266 | Q03431; note: potency is the fitted concentration of half-maximal effect; nearly all actives have a fitted effect of over 55% in size; some results filed as inactive show a strong effect at the top dose; inactives centre near -15; many of its hits are not listed in these tables
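HEK-293-derived GP2 cells expressing PTHR1 and a GloSensor cAMP reporter, 3,000/well, plated overnight, given luciferin plus IBMX (each 0.5 mM as added) for 1 h at 37 °C, then compound for 1 h at 37 °C. Luminescence was read after 15 min at room temperature.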
EPAC1 antagonist = blocks human EPAC1 exchange factor; Potency, µM (doses to about 115 µM), for inactives: at the top dose activity change, negative = inhibition, actives largely listed as inhibitors; hit rate 0.14% among 360,000; O95398; EPAC1 GEF assay, Rap1b-BODIPY-GDP exchange fluorescence;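 note: potency is the fitted concentration of half-maximal effect; plate controls were vehicle for no effect and positive control for full effect; nearly all actives have a fitted effect of over 50% in size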
PI5P4K alpha inh = PI5P4K alpha (human) kinase inhibition; P48426; PI5P4Kalpha enzyme, ADP-Glo luminescence, 60 min; active compounds read low; max response, %; hit rate 1.2% among 330,000; AID 652105; active = max response of -50% or lower; inconclusive = between -30% and -50%; inactive = -30% or higher; note: value at the top dose of about 77 µM; % is set by controls: 0 for no effect and ±100 for the full control effect
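Single end-point luminescence (ADP-Glo) quantified ADP from PI5P4Kalpha turnover; ATP 5 microM final, 1 h at RT, 0.1% CHAPS and 0.28 mM EGTA in HEPES pH 7.4.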
PLK1 PBD block = inhibitors of human PLK1 polo-box domain binding. AID 720504. Potency, µM, for inactives: max response, negative = inhibition, usual class: inhibitors. hit rate 2.8% among 360,000. P53350. Plk1 PBD binding of FITC phosphopeptide, fluorescence polarization; note: potency is the fitted concentration of half-maximal effect; series mostly up to about 57 µM; % is set by controls: 0 for no effect and ±100 for the full control effect; nearly all actives have a fitted effect of over 65% in size
Target sequence (P53350 whole entry, looked up, the tested form may be a part): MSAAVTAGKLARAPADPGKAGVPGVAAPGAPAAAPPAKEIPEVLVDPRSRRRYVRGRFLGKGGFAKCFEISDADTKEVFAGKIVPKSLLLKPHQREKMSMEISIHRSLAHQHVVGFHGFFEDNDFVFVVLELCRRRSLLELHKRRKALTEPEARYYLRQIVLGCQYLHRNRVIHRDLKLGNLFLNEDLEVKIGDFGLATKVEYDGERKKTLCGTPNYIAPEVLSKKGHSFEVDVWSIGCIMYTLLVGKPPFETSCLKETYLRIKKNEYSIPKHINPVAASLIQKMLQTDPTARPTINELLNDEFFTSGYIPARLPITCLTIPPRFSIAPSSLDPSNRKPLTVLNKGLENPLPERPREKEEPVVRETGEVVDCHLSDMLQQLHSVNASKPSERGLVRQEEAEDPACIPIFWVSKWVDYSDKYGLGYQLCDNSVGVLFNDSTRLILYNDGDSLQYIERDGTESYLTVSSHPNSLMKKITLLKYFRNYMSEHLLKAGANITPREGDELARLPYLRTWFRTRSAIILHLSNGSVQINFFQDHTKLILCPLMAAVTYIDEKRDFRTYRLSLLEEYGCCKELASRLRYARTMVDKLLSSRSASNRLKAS
EPAC1 ag = EPAC1 (human) agonism; EPAC1 agonist qHTS, biochemical assay; response scale: 100% = response to 6.5 mM cAMP; Potency, µM (doses to about 154 µM), for inactives: at the top dose activation, actives largely listed as activators; AID 720707; O95398; hit rate 0.073% among 360,000; note: potency is the fitted concentration of half-maximal effect; nearly all actives have a fitted effect of over 60% in size
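Multi-concentration qHTS readout: loss of Rap1B-bound BODIPY-GDP fluorescence driven by 100 nM EPAC1 with excess GDP (50 uM), monitored kinetically at room temperature; agonist response expressed relative to 6.5 mM cAMP.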
HEK293 tox = cytotoxicity counter-screen for GLP-1 receptor inverse agonists; hit rate 0.13% among 410,000; HEK293 cAMP-luciferase reporter cells, luminescence, 24 h; Potency, µM (doses to about 38.3 µM), inactives show at the highest dose activity change, negative = inhibition, actives largely listed as inhibitors;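 note: loss of luciferase light is scored as toxicity; potency is the fitted concentration of half-maximal effect; % is set by controls: 0 for no effect and ±100 for the full control effect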
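Quantitative HTS format, 1536 wells, 200 cells/uL seeded. Compounds: 23 nL, 24 h, 37 °C. Detection: luciferase reagent, luminescence at 12 min RT; decreased signal taken as cytotoxic.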
Active calls of the source: *; i = inactive; ? = inconclusive; . = not tested or not shown; & = joins results of further samples; [ ] = remark or other dose. Unless noted, calls come from the whole dose curve; as a rule, active = well fitted curve in the direction sought with a large enough effect; inconclusive = small, poorly fitted or top-dose-only effect, or another doubt; inactive = no such curve, though single readings can be large; an effect the other way counts as inactive or inconclusive.

SMILES	IL-2 act	GLP-1R agonist	GLP1R inv ag	PTHR1 ag	EPAC1 antagonist	PI5P4K alpha inh	PLK1 PBD block	EPAC1 ag	HEK293 tox
O=C(CN(C(=O)c1csnn1)c1ccccc1Cl)NC1CCCCC1	3.6	6%	-13%	i	10%	4	-4%	5%	3%
CC(C)CC(=O)NC(c1cccs1)c1ccc2cccnc2c1O (stereo not given)	-0.1	7%	?	-20%	15%	-6	-1%	-2%	2%
CC1=NN(C(=O)Cn2ccc([N+](=O)[O-])n2)C(O)(C(F)(F)F)C1 (stereo not given)	0.2	0%	7%	i	2%	8	1%	-11%	-15%
CCOC(=O)N(C)C[C@@H]1OCc2cnnn2CCCC(=O)N([C@H](C)CO)C[C@H]1C	-1.1	-3%	10%	-6%	9%	-4	-4%	-1%	4%
C=C(C)CC1(NC(C)c2ccccc2)CCCCC1 (stereo not given)	-4.6	-28%	?	-22%	2%	10	-11%	2%	?
CCOC(=O)C1=C(CSc2nc(-c3ccncc3)ccc2C#N)OC(N)=C(C#N)C1c1ccc(OC)cc1 (stereo not given)	-1.8	19%	117%[activator]	-16%	-1%	-29	0%	8%	92%[activator]
COc1ccc(C(CC(=O)c2ccc(C)cc2)Nc2ccc([N+](=O)[O-])cc2)cc1 (stereo not given)	-3.6	-3%	?	-1%	-7%	23	1%	23%	-16%
CC(C)c1ccccc1NC(=O)CN(c1ccccc1)S(=O)(=O)N(C)C	.	0%	-6%	i	.	.	.	.	4%
O=C(CNS(=O)(=O)c1ccccc1)NNC(=O)C(Cl)Cl	-0.3	-1%	4%	i	-15%	0	-8%	-3%	0%
Cc1ccc(CSC2=NCCN2C(=O)C(C)Oc2ccccc2)cc1 (stereo not given)	-0.6	0%	-12%	-24%	0%	7	0%	-2%	11%

Structural class, those above with an aryl methoxy group
SMILES	IL-2 act	GLP-1R agonist	GLP1R inv ag	PTHR1 ag	EPAC1 antagonist	PI5P4K alpha inh	PLK1 PBD block	EPAC1 ag	HEK293 tox
CCOC(=O)C1=C(CSc2nc(-c3ccncc3)ccc2C#N)OC(N)=C(C#N)C1c1ccc(OC)cc1 (stereo not given)	-1.8	19%	117%[activator]	-16%	-1%	-29	0%	8%	92%[activator]
COc1ccc(C(CC(=O)c2ccc(C)cc2)Nc2ccc([N+](=O)[O-])cc2)cc1 (stereo not given)	-3.6	-3%	?	-1%	-7%	23	1%	23%	-16%

Continued:
SMILES	IL-2 act	GLP-1R agonist	GLP1R inv ag	PTHR1 ag	EPAC1 antagonist	PI5P4K alpha inh	PLK1 PBD block	EPAC1 ag	HEK293 tox
O=C(Cc1ccc(F)cc1)N[C@@H]1c2ccccc2CC[C@@H]1OCc1ccccc1	-0.2	-1%	9%	i	-16%	0	-6%	2%	17%
COc1cc(/C=N/c2oc(-c3ccccc3)cc2C#N)ccc1O	1.3	5%	9%	i	-7%	0	14%	-7%	-5%
Cc1ccc2[nH]c(=O)c(CN(CCCN3CCOCC3)Cc3nnnn3C3CCCC3)cc2c1	-0.6	-1%	-3%	-2%[57.5 µM]	3%	.	-10%	-5%	-9%
Cc1cc(C)nc(SC2CCCCC2O)n1 (stereo not given)	1.5	0%	-2%	-16%[57.5 µM]	2%	.	-3%	9%	6%
CC(=O)Nc1ccc(NC(=O)C2Cc3c(-c4cccc(F)c4)ccnc3O2)cc1 (stereo not given)	0.1	11%	21%	-2%	-12%	-3	-3%	1%	8%
COc1ccc(COc2cccnc2N)cc1	-0.1	6%	2%	-4%	3%	-3	2%	-4%	8%
Fc1cccc(Cc2c(-c3ccco3)nc3c(Cl)cc(C(F)(F)F)cn23)c1	-0.2	11%	-27%	-15%	-22%	?	12µM*	-12%	5%
CN(C(=O)c1ccco1)c1nc2c(s1)CCCC2	-0.6	2%	?	-50%[57.5 µM]	1%	3	-6%	-1%	14%
O=C(CSc1cccc[n+]1[O-])N1CCCc2ccccc21	-2.6	-1%	8%	i	-11%	-9	-7%	-1%	-2%
FC(F)(F)c1ccc(CN2C[C@@H]3C(c4ccc(Cl)nc4)C4(c5ccccc5)CC3(C4)[C@H]2c2ccccc2)cc1 (stereo not given in full)	0.4	-1%	17%	-41%[inhibitor]	-18%	-9	-4%	-17%	0%
COc1ccc2[nH]cc(C(=O)CN3CCCC(C)C3)c2c1 (stereo not given)	2.5	-1%	-5%	i	0%	2	-7%	6%	-12%
O=C1/C(=C\c2ccc(-c3ccccc3Cl)o2)SC(=S)N1CC1CCCO1 (stereo not given)	0.0	-3%	1%	-7%[57.5 µM]	-1%	10	?	1%	13%
N/C(=N\OC(=O)CCCOc1ccc(Cl)cc1Cl)c1ccncc1	1.7	14%	?	-15%	-17%	0	-8%	3%	-4%
Clc1ccc2nc(C3CCN(Cc4ccccc4)CC3)[nH]c2c1	-2.9	-5%	?	-8%[57.5 µM]	-1%	.	-3%	7%	2%
CN(Cc1ccccc1)C(=O)c1nc2ccccn2c1CN1CCC(N2CCOCC2)CC1	-2.4	9%	-3%	i	-14%	2	-4%	-8%	4%
COc1ccc(CNC(=O)COC(=O)c2n[nH]c3ccccc23)cc1	1.5	25%	0%	16%[57.5 µM]	1%	2	-3%	0%	-3%
O=C1NC2=C(C(=O)CCC2)C(c2ccc([N+](=O)[O-])cc2)N1 (stereo not given)	0.1	4%	5%	i	10%	-5	1%	-1%	-7%
CCOc1ccc(OCCC(=O)N2CCN(S(=O)(=O)c3ccc(OCC)cc3)CC2)cc1	-0.8	-4%	16%	i	-19%	-7	4%	-5%	6%
COc1cc(C(O)P(=O)(OCC(C)C)c2ccc(N(C)C)cc2)cc(OC)c1OC (stereo not given)	1.6	-2%	10%	i	7%	7	0%	0%	4%
COc1ccc(-c2ccc(CN3C(C)C(=O)N(Cc4cn(Cc5ccco5)nn4)CCS3(=O)=O)cc2)cc1 (stereo not given)	-4.6	1%	-24%	-63%[inhibitor]	5%	-26	-3%	1%	1%
CC(=O)Nc1ccc(S(=O)(=O)NCc2ccc(C(=O)NCc3ccc(Cl)cc3)cc2)cc1	-0.8	0%&12%	-8%&11%	-29%	6%	.	-1%	-4%	-6%&-18%
CCOC(=O)C1CCN(C(=O)c2ccc3c(Cl)c4c(nc3c2)CCCC4)CC1	1.2	-1%	?	-37%[inhibitor]	-4%	-7	-8%	-3%	-2%
CCCCN1C(=N)N([C@@H](CCC)CN2CCC[C@H]2CN2C(N)=NC[C@H]2C(C)C)C[C@H]1[C@H](C)CC	-0.5	-1%	4%	-1%	-16%	0	-5%	-5%	1%
N#CC(=C1CCCC1)c1nc(-c2ccc(Cl)cc2)cs1	0.3	-10%	1%	-16%[57.5 µM]	-9%	-1	-12%	2%	2%
CC(=O)Nc1ccc(S(=O)(=O)NCC(=O)NNC(=O)c2csc(N3CCOCC3)n2)cc1	0.1	10%	28%	i	-8%	-1	21µM*	-6%	-18%
CC(=O)c1cccc(CN2CCN(CCC(C)C)C(CCO)C2)c1 (stereo not given)	-2.4	4%	-24%	i	-1%	3	3%	-2%	1%
CN(C)S(=O)(=O)c1ccc2c(c1)nc(CCC(=O)O)n2C	0.1	5%	-3%	-4%	12%	0	-8%	12%	-13%
COc1ccc(CC(=O)N/N=C(\C)CC(=O)Nc2ccc(N(C)C)cc2)cc1OC	0.4	12%	19%	-18%	-18%	3	-11%	1%	-1%
CCN(CC)CCNC(=O)c1ccc(NC(=O)/C=C/c2cc(OC)c(OC)c(OC)c2)cc1	-2.2	27%	10%	i	-16%	6	-2%	1%	-28%
Cc1ccc(S(=O)(=O)N2C[C@]3(O)C[C@@H]4C(=O)N(c5ccccc5)C(=O)[C@@H]4C[C@]3(OC(=O)NC3CC3)C2)cc1	0.4	-3%	6%	i	-8%	-1	-20%	7%	10%
COc1ccc(/C=N/n2c(SC)nnc2-c2ccccc2)c(OC)c1OC	-0.5	15%	?	-6%[57.5 µM]	4%	-6	1%	0%	-17%
Cc1cc(Br)cc(Cl)c1OC(=O)c1cnccn1	1.8	0%	21%	i	-4%	-23	-18%	-12%	0%
NC(=O)C12C(=O)NC(=O)C1(C(=O)O)C21CCCC1 (stereo not given)	-2.6	-6%	4%	-14%	8%	11	-4%	4%	8%
COC(=O)c1cn(NC(=O)c2ccc(F)cc2)c(=O)c2ccccc12	-2.1	3%	-7%	i	-16%	-1	-3%	5%	4%
O=C(COC(=O)c1ncc(Cl)c(Cl)c1Cl)NNC(=O)c1ccccc1	0.0	-29%	3%	i	-7%	-15	-6%	-1%	-10%
C=CCN1C(=O)C(CC(=O)NCC)SC1=Nc1ccccc1CC (stereo not given)	1.3	15%	-1%	-5%	-19%	3	-29%	2%	9%
O=C(NCCc1c[nH]c2ccccc12)/C(=C\c1cccnc1)NC(=O)c1cccs1	-1.5	-4%	13%	-1%	8%	-6	-20%	10%	-5%
COc1cccc(-c2cc(C(F)(F)F)nc(N3CCN(c4ccccc4)CC3)n2)c1	0.2	-6%	0%	0%[57.5 µM]	14%	.	-3%	2%	6%
CC(Oc1cc2oc(=O)cc(-c3ccccc3)c2cc1Cl)C(=O)NCC1CCC(C(=O)O)CC1 (stereo not given)	-0.3	5%	36%[activator]	-14%	9%	-1	-2%	-8%	3%
Cc1cc(C)cc(-n2c(C)cc(C(=S)N3CCOCC3)c2C)c1	-6.1	5%	?	-21%	-2%	-15	19µM*	12%	?
COc1cc(=O)n(C)c2c(OCC3OC(C)(C)OC3(C)C)cccc12 (stereo not given)	-0.4	25%	29%	17%	-12%	-2	-16%	-15%	9%
CCCCCCOC(=O)/C=C/c1c(C)[nH]c(=O)[nH]c1=O	1.5	1%	12%	i	-5%	-2	-7%	-3%	-21%
O=C(N[C@@H]1CC[C@@H](CCNS(=O)(=O)c2ccc(Cl)cc2)O[C@@H]1CO)c1cccnc1	-0.3	.	-8%	-3%	26%	0	-14%	4%	2%

High-throughput results from PubChem BioAssay.

Only part of the results is shown. The share of hits here may be higher or lower than overall.
